Screening data as filed in PubChem.
eLon inh – inhibitors of E. coli Lon protease; actives 0.42% (n = 360,000); AID 602123; inhibition, % at 7.94 µM; purified E. coli Lon protease, fluorescence polarization; P0A9M0; in the data active = inhibition above about 13%, passing the limit was not always enough;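 also: 0% = enzyme with probe and DMSO and 100% = no enzyme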
CSN inh – blocks human CSN-mediated cullin deneddylation. Purified CSN, SCF-Nedd8-OG deneddylation, fluorescence polarization. inhibition, % at 12.5 µM. actives 0.38% (n = 360,000);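 active = pattern-corrected inhibition above about 35%, with an unprinted fluorescence ratio check between 0.5 and 1.5, limit read from the data, passing the limit was not always enough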;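 also: 0% = enzyme with substrate and 100% = substrate without enzyme; some results filed as inactive read as strong as hits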
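Assay system: Purified human Csn5 enzyme expressed in HEK293T cells | Amount: Enzyme 0.24 nM | Measured by: Fluorescence polarization readout | Medium: Tris/NaCl/DTT buffer, pH 7.5 | Compound dosing: One concentration, 12.5 µM, 0.25% DMSO | Times: 90 min incubation of compound, enzyme and substrate at room temperature | Control set: no-enzyme wells high, enzyme-with-substrate wells low | Read-out: % inhibition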
PABP1 MLLE inh – blocks PAM2 peptide binding to the PABP1 MLLE domain | P11940 | GST-MLLE / FITC-PAM2 fluorescence polarization | inhibition, % at 20 µM | actives 0.36% (n = 360,000); in the data active = inhibition above about 35%, passing the limit was not always enough;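 also: plate controls were DMSO wells with GST-MLLE for no effect and wells lacking GST-MLLE protein for full effect; some results filed as inactive read as strong as hits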
MsrA inh – inhibits bovine methionine sulfoxide reductase A; purified bovine MsrA, absorbance read-out; inhibition, % at 15.5 µM; actives 0.75% (n = 360,000); in the data active = inhibition above about 4.5%;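 also: 0% = vehicle wells with enzyme and 100% = reference inhibitor wells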
FAS-TE inh – FAS thioesterase (human) inhibition | AID 602261 | recombinant FAS-TE, OMFH fluorogenic substrate, fluorescence endpoint | inhibition, % at 15 µM | actives 0.67% (n = 360,000) | P49327;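 active = compounds whose normalised, plate-corrected inhibition of enzyme fluorescence in the single-dose primary screen is 50% or more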;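 also: 0% = DMSO with enzyme and 100% = substrate without enzyme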
Target sequence (P49327 whole entry, looked up): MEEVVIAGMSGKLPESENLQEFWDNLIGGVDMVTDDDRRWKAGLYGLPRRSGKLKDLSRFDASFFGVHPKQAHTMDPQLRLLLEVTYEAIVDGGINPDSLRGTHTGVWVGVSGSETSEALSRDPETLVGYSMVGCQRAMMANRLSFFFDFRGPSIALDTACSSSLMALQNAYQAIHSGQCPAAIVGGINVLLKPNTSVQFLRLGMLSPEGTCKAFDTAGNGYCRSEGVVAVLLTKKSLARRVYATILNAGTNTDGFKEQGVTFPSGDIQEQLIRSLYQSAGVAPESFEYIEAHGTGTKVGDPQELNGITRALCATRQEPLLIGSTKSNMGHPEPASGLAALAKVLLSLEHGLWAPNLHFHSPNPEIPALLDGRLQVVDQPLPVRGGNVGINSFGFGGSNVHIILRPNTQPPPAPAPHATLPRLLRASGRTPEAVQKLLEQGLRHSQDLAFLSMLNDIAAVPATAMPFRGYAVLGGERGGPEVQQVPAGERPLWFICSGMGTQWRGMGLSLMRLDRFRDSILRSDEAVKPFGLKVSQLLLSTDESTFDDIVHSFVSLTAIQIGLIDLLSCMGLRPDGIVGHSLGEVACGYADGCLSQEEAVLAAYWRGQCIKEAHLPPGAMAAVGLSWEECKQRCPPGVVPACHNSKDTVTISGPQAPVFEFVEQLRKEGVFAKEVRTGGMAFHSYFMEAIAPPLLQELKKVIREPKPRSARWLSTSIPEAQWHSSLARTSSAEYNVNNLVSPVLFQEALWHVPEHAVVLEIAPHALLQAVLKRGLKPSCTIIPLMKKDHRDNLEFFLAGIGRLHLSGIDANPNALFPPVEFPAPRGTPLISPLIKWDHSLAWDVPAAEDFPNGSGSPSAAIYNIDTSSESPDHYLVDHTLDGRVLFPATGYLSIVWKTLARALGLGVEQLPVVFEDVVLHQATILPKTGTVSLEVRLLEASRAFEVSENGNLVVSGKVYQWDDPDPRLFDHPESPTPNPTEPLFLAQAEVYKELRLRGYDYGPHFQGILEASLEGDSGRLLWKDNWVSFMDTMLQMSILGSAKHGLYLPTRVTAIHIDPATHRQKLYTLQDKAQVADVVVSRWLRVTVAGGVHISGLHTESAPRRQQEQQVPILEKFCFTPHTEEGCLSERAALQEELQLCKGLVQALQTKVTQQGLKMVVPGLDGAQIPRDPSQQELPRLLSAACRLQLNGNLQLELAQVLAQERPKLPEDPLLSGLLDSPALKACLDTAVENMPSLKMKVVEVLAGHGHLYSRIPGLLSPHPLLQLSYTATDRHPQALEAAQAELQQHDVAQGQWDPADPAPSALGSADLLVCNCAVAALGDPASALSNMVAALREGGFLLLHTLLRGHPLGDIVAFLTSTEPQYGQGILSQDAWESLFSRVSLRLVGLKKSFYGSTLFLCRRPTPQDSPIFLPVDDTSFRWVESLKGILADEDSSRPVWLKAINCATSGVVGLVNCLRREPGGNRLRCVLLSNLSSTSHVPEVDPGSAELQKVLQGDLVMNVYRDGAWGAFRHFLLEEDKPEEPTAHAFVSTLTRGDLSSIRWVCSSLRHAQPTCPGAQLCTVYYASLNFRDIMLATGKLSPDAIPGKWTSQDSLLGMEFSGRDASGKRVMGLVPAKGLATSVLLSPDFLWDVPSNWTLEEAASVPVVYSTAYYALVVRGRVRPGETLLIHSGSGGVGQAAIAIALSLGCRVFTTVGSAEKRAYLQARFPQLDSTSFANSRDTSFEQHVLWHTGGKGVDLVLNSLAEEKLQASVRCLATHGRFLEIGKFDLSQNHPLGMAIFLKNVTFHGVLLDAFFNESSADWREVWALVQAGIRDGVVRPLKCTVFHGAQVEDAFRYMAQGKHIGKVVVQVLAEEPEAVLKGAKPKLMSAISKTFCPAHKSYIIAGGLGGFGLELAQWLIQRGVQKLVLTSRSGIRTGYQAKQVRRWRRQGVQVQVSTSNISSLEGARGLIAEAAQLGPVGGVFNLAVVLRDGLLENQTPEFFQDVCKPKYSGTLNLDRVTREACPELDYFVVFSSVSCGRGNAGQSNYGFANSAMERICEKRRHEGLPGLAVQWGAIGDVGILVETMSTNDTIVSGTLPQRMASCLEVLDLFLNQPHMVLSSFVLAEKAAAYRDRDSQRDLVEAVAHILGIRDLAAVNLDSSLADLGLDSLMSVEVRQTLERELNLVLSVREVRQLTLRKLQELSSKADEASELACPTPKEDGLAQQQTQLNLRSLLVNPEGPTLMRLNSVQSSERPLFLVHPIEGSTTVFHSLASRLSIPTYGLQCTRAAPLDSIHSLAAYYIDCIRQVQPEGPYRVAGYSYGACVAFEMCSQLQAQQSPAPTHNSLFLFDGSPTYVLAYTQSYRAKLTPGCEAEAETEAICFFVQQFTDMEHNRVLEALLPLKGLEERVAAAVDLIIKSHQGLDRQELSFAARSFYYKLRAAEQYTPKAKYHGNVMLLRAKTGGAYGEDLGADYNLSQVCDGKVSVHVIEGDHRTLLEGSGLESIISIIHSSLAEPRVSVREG
TbMetRS inhib – Trypanosoma brucei MetRS inhibition. purified T. brucei MetRS, ATP depletion, Kinase-Glo luminescence. inhibition, % at 11.9 µM. actives 0.4% (n = 360,000). AID 624268;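 active = inhibition above a per-plate cutoff of the control wells' mean inhibition plus 3 SD, cut at about 5.5% in these data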;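 also: 0% = DMSO wells median and 100% = median of wells with control inhibitor compound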
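technique = Kinase-Glo luminescence, ATP depletion format | system = purified MetRS (methionyl-tRNA synthetase) enzyme from Trypanosoma brucei | timing = 15 min preincubation, 2 h reaction, all 25 °C | evaluation = percent inhibition versus plate control medians | dosing = single dose, 11.9 µM final nominal, 0.9% final DMSO | also added = substrates ATP, L-methionine and bulk Escherichia coli tRNA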
bovine MsrA act – activates bovine MsrA enzyme | purified bovine MsrA, absorbance read-out | activation, % at 10.6 µM | actives 0.3% (n = 360,000) | AID 602163; in the data active = activation above about 7.5%;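 also: 0% = vehicle and 100% = reference activator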
Neddyl block – blocks human cullin neddylation; P61081+Q13564; AID 651699; actives 0.58% (n = 360,000); TR-FRET cullin neddylation, biochemical; calls only at 25 µM; in the data active = inhibition above about 36%
Rin1 Abl inh – human Rin1-Abl interaction inhibition; P00519+Q13671; TR-FRET Rin1/Abl binding, biochemical; inhibition, % at 7.35 µM; actives 0.4% (n = 360,000); in the data active = inhibition above about 5%, passing the limit was not always enough
* marks the source's active call; other numbers are inactive results; i = inactive; . = no result given; + = active, no number.

no. | Compound | eLon inh | CSN inh | PABP1 MLLE inh | MsrA inh | FAS-TE inh | TbMetRS inhib | bovine MsrA act | Neddyl block | Rin1 Abl inh
1 | Cc1ccc(-c2csc(SCC(=O)c3c(N)n(C4CC4)c(=O)[nH]c3=O)n2)cc1 | 0 | 1 | -6 | -1.6 | -2 | -0.3 | 0 | i | -3
2 | Cc1nc2nc(CCc3ccccc3)nn2c(C)c1Cl | 0 | 2 | 5 | -0.2 | -6 | -0.2 | -3 | i | 3
3 | CCc1c(C2(O)CCCCC2)[nH]c2ncccc12 | 2 | -2 | 13 | 1.0 | -5 | -0.3 | -1 | i | 1
4 | COc1ccc(-c2cc(C3CCN(Cc4cccc(C(F)(F)F)c4)CC3)[nH]n2)cc1 | -1 | 0 | -3 | -1.6 | 24 | -0.3 | 1 | i | 0
5 | C/C(=N\Nc1nc(-c2cc(C)ccc2C)cs1)c1cc2c(ccc3ccccc32)oc1=O | -13 | -13 | -30 | 0.4 | 5 | -0.8 | -13 | i | 1
6 | CC[n+]1c(/C=C(/C)SC)sc2ccccc21 | 2 | 7 | 46* | 2.1 | -11 | 0.1 | -6 | i | -1
7 | O=C(CCc1nc2ccccc2c(=O)[nH]1)NCc1ccccn1 | 3 | 1 | 13 | 1.7 | -2 | 0.2 | -1 | i | 0
8 | CC(=O)NNC(=O)c1nc(-c2ccccc2)c(C)o1 | 2 | 1 | -7 | -0.9 | -6 | 0.2 | -2 | i | 2
9 | O=[N+]([O-])c1cnc(Sc2ccncn2)s1 | 0 | 0 | 28 | 1.0 | 1 | 0.3 | 2 | i | -3
10 | Cc1cc(C)nc(SCC(=O)N/N=C\C(Br)=C\c2ccccc2)n1 | -5 | 5 | -12 | -0.1 | 8 | -0.8 | -1 | i | -1
11 | CCOC(=O)C1CCN(C(=O)c2sc3nc(-c4ccc(F)cc4)cn3c2C)CC1 | -9 | -3 | -2 | 0.0 | 2 | -0.8 | -5 | i | 2
12 | COc1cccc(NC(=O)C2CCCN2C(=O)Nc2ccccc2F)c1 (stereo not drawn) | -6 | 4 | 2 | -1.0 | -4 | -0.2 | -2 | i | 0
13 | Cc1cccc(C)c1-n1nnnc1C1(C)CCC(=O)N1Cc1ccco1 (stereo not drawn) | -5 | 0 | . | -0.5 | -13 | -0.6 | -3 | i | .
14 | COCc1nnc(NC(=O)COc2ccc3c(c2)OCO3)s1 | 0 | 1 | 22 | -0.1 | 0 | -0.6 | -11 | i | 2
15 | COc1cccc(/C(O)=C2/C(=O)C(=O)N(CCN(C)C)C2c2ccccn2)c1 (stereo not drawn) | 0 | 0 | 1 | 4.2 | -6 | 0.8 | -1 | i | 1
16 | NCCCCc1ccc2ccc3cccc4ccc1c2c34 | 2 | -1 | 4 | 1.8 | -31 | -0.4 | -2 | + | -4
17 | O=C(NCCN1CCOCC1)c1ccc(Cl)cc1O | 0 | -1 | 6 | -0.3 | -5 | 0.4 | -6 | i | -1
18 | CCc1ccccc1-n1c(SCC(=O)NC)nnc1-c1ccco1 | -1 | -2 | -3 | -1.3 | -4 | 1.3 | -3 | i | 1
19 | COc1ccc(S(=O)(=O)Nc2ccc(C(F)(F)F)cc2)cc1OC | -1 | 1 | 9 | -0.7 | 0 | -0.8 | -3 | i | -2
20 | C=CCn1c(SCC(=O)N(CCC)C2CCS(=O)(=O)C2)nnc1-c1ccccc1OC (stereo not drawn) | -6 | 2 | 7 | -0.3 | -4 | -0.5 | -3 | i | 4
21 | COc1cccc(-n2nc(C(C)=O)c(=O)[nH]c2=O)c1 | -3 | -21 | 18 | 1.5 | -4 | -0.2 | 2 | i | -1
22 | Nc1ncnc(Nc2ccc(F)c(Cl)c2)n1 | 9 | 5 | -6 | -0.3 | -4 | -0.1 | -4 | i | 3
23 | CC(C)NC(=O)N(C)C[C@@H]1Oc2ccc(NC(=O)Nc3ccc(C(F)(F)F)cc3)cc2CC(=O)N([C@H](C)CO)C[C@@H]1C | -2 | 0 | -6 | -1.1 | 1 | -0.2 | 4 | i | -1
24 | O=C(Cn1ccc(NC(=O)OCc2ccccc2)nc1=O)NCc1ccccn1 | 11 | -1 | 16 | -0.4 | -9 | -0.1 | -3 | i | 8
25 | COc1ccccc1C1CCN(Cc2ccc3ccccc3c2)CC1 | -3 | 7 | 2 | 0.5 | 10 | -0.7 | -6 | i | 1
26 | O=C(NCc1cccs1)C1CCCN(S(=O)(=O)c2cnc[nH]2)C1 (stereo not drawn) | -1 | -1 | 13 | 1.2 | -8 | -1.1 | -6 | i | 3
27 | COC(=O)c1sccc1NC(=O)Nc1cccc(Cl)c1Cl | -13 | 2 | 12 | -0.4 | 26 | -0.9 | -8 | i | -3
28 | CCOc1cc(-c2noc(CCC(=O)Nc3cccnc3)n2)ccc1OC | 2 | 2 | -3 | 0.8 | -9 | -0.1 | -3 | i | 0
29 | Cc1ccc(-c2nnc(SC(C)C(=O)NCC3CCCO3)nc2-c2ccc(C)cc2)cc1 (stereo not drawn) | 3 | 2 | -34 | -0.2 | 8 | -0.7 | -8 | i | 5
30 | O=C(COc1ccccc1[N+](=O)[O-])NCCC1=CCCCC1 | 4 | 9 | -12 | 0.3 | 17 | -0.5 | -8 | i | -3
31 | O=C(Nc1cccc(F)c1)Nc1nnc([C@@H]2O[C@H](CO)[C@@H](O)[C@H]2O)s1 | 3 | -1 | 0 | 1.2 | -8 | 2.1 | -2 | i | -2
32 | Cn1nc(C(C)(C)C)cc1C(=O)N1CCCCC1c1cc(C(=O)Nc2cccc(C#N)c2)no1 (stereo not drawn) | -6 | -1 | 0 | -0.6 | 8 | -0.1 | -2 | i | -1
33 | CCN(CC(=O)Nc1cc(Cl)ccc1C)C(=O)C1CCCCC1 | 2 | 4 | 13 | 0.2 | 2 | -0.5 | -2 | i | 0
34 | COc1ccc(Cl)cc1NC(=O)N1CCN(S(C)(=O)=O)CC1 | -2 | -1 | -15 | -0.3 | -5 | -0.9 | -10 | i | -5
35 | CCNC(=O)C1=C(O)c2sccc2N(C)S1(=O)=O | 1 | 1 | -1 | 2.5 | -6 | -0.6 | -4 | i | 2
36 | O=C1c2ccccc2C(c2nnnn2Cc2ccccc2)N1Cc1ccc2c(c1)OCO2 (stereo not drawn) | -2 | -1 | . | 1.1 | 1 | -0.7 | -7 | i | .
37 | Cc1cc(C(=O)COc2ccccc2C(N)=O)c(C)n1C | 8 | -8 | -10 | 0.1 | -1 | -0.6 | -3 | i | -1
38 | COCc1cn(CC[C@@H]2CC[C@@H](NC(=O)Nc3ccc4c(c3)OCO4)[C@@H](CO)O2)nn1 | . | -1 | . | -0.8 | . | 0.0 | . | i | .
39 | COc1ccc(-c2cc(NC(C)=O)c3ncc(-c4ccc(F)cc4)n3c2)cc1OC | -34 | 5 | -14 | 0.0 | 0 | -0.2 | -1 | i | -1
40 | Cc1ccc(C(=O)NCc2ccco2)cc1S(=O)(=O)N1CCCCC1 | -6 | 9 | 6 | 0.6 | -5 | -1.1 | -9 | i | 4

Single values from above:
compound 5 in Rin1 Abl inh has 1
compound 37 in bovine MsrA act has -3
compound 10 in eLon inh has -5
compound 23 in Rin1 Abl inh has -1
compound 16 in CSN inh has -1
compound 18 in FAS-TE inh has -4
compound 33 in MsrA inh has 0.2

Three of the entries above in order of the eLon inh value, low to high.
No.	canonical_smiles	eLon inh
39	COc1ccc(-c2cc(NC(C)=O)c3ncc(-c4ccc(F)cc4)n3c2)cc1OC	-34
32	Cn1nc(C(C)(C)C)cc1C(=O)N1CCCCC1c1cc(C(=O)Nc2cccc(C#N)c2)no1 (stereo not drawn)	-6
33	CCN(CC(=O)Nc1cc(Cl)ccc1C)C(=O)C1CCCCC1	2

Next part
no. | Compound | eLon inh | CSN inh | PABP1 MLLE inh | MsrA inh | FAS-TE inh | TbMetRS inhib | bovine MsrA act | Neddyl block | Rin1 Abl inh
41 | COc1ccc(CNC(=O)COC(=O)c2n[nH]c3ccccc23)cc1OC | 0 | 1 | -60 | -0.2 | -14 | -1.4 | -11 | i | -4
42 | COc1cc(C(=O)NC(c2ccccc2)c2ccccc2)cc(OC)c1C | 13 | 1 | 0 | . | 0 | -1.0 | -7 | i | 0
43 | CCCCn1c(SCC(=O)NCc2ccccc2)nc2ccc(N3CCOCC3)cc2c1=O | 3 | 3 | -44 | 0.4 | -7 | 0.4 | -2 | . | -4
44 | Nc1nc(SCC(=O)NCc2ccco2)[nH]c(=O)c1-c1ccccc1 | -3 | 3 | 18 | -0.2 | -10 | 0.3 | -2 | i | 2
45 | COc1ccc(CCCC(=O)Nc2ccc(F)cc2)cc1 | 0 | -1 | -1 | -0.4 | -6 | -1.2 | -4 | i | -4
46 | Cc1cc(C)nc(NS(=O)(=O)c2ccc(N/C=C\C(=O)c3cccs3)cc2)n1 | 1 | -7 | -5 | 3.5 | -8 | 0.5 | -3 | i | 0
47 | C=CCN(c1ccccc1)S(=O)(=O)c1cccc(C(=O)N(CC)CC(=O)Nc2c(F)cccc2F)c1 | 3 | -1 | 0 | 0.9 | 4 | -0.1 | -4 | i | 2
48 | Cc1ccc(OCc2cc(C(=O)N(C)CCn3ccnc3C)no2)cc1C | 3 | -1 | -1 | -0.3 | -4 | -0.2 | -2 | i | 1
49 | O=C(CCc1cn2ccccc2n1)NC1CCCc2c1cnn2-c1ccccc1F (stereo not drawn) | 1 | 2 | -5 | -0.2 | -6 | -0.5 | 0 | i | -2
50 | O=S(=O)(CCN1CCSCC1)c1ccc(Cl)cc1 | -3 | 2 | 10 | 0.0 | -5 | -0.2 | -3 | i | 1

Exported with values under each structure: part of the list above
Under each structure: eLon inh	CSN inh	PABP1 MLLE inh	MsrA inh	FAS-TE inh	TbMetRS inhib	bovine MsrA act	Neddyl block	Rin1 Abl inh
46: Cc1cc(C)nc(NS(=O)(=O)c2ccc(N/C=C\C(=O)c3cccs3)cc2)n1
→ 1	-7	-5	3.5	-8	0.5	-3	i	0
47: C=CCN(c1ccccc1)S(=O)(=O)c1cccc(C(=O)N(CC)CC(=O)Nc2c(F)cccc2F)c1
→ 3	-1	0	0.9	4	-0.1	-4	i	2
48: Cc1ccc(OCc2cc(C(=O)N(C)CCn3ccnc3C)no2)cc1C
→ 3	-1	-1	-0.3	-4	-0.2	-2	i	1
49: O=C(CCc1cn2ccccc2n1)NC1CCCc2c1cnn2-c1ccccc1F (stereo not drawn)
→ 1	2	-5	-0.2	-6	-0.5	0	i	-2
50: O=S(=O)(CCN1CCSCC1)c1ccc(Cl)cc1
→ -3	2	10	0.0	-5	-0.2	-3	i	1

(continued)
no. | Compound | eLon inh | CSN inh | PABP1 MLLE inh | MsrA inh | FAS-TE inh | TbMetRS inhib | bovine MsrA act | Neddyl block | Rin1 Abl inh
51 | CCc1nc(N2CCN(C(=S)NCCCOC)CC2)c2c3c(sc2n1)CCCC3 | -5 | -2 | -145 | 1.7 | 27 | 0.0 | -3 | i | 0
52 | CCc1nc2ccccc2n1Cc1ccccc1OC | -6 | 3 | -5 | -1.6 | 0 | -0.2 | -5 | i | 1
53 | CCCC(=O)Nc1c(-c2ccccc2)c(=O)c(C)nn1-c1ccccc1 | 0 | 3 | 3 | -0.7 | -9 | -0.1 | -1 | i | 0
54 | O=C(CSc1ncnc2c1oc1ccccc12)N1CCN(c2ccccc2)CC1 | 8 | -4 | -12 | -0.3 | 10 | 0.4 | -1 | i | -60
55 | Cn1c(Cn2c(C(F)(F)F)nc3ccccc32)nc2ccccc21 | 5 | 1 | -6 | . | -6 | -0.6 | -4 | i | -2
